Assay outcomes: PubChem BioAssay, Sanford-Burnham Center for Chemical Genomics
LYP inhibition = inhibitors of LYP phosphatase, biochemical, fluorescence intensity, uHTS (AID 1779) | recombinant LYP phosphatase, fluorescence intensity; higher % means a stronger effect | inhibition, % at 11.5 µM, or IC50 in µM where a hit was titrated | 290,000 tested, 0.054% active; in the data active = inhibition above about 50%;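 note: plate controls were vehicle with enzyme for no effect and no enzyme for full effect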
Siah-1 displacement = blockers of Siah-1 interaction with plectin peptide – biochemical, fluorescence polarization, rhodamine-plectin, uHTS, primary screen (AID 1817); 290,000 tested, 0.02% active; Siah-1 / rhodamine-plectin peptide fluorescence polarization; higher % means a stronger effect; displacement, % at 20 µM, or IC50 in µM where a hit was titrated;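 active = displacement of at least 50% at 20 µM, with a fluorescence ratio check between 0.3 and a set limit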;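 note: plate controls were Siah plus tracer with DMSO for no effect and tracer alone without Siah for full effect; strong numbers were not always called active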
AID2073 = inhibitors of Mint1-CaV2.2 protein interaction, biochemical, HTRF (AID 2073) | inhibition, % at 20 µM; hits with a dose series show IC50 in µM | 290,000 tested, 0.19% active | HTRF protein-protein interaction, Mint1-CaV2.2; higher % means a stronger effect; in the data active = inhibition mostly above about 51%, no sharp cut-off; note: some results filed as inactive read as strong as hits
* marks the source's active call; other numbers are inactive results.

| item | LYP inhibition | Siah-1 displacement | AID2073 | smiles |
| --- | --- | --- | --- | --- |
| 1 | -4% | 2% | 39% | Cc1cc(OC(C)C(=O)NCC2CCC(C(=O)O)CC2)c2c(C)c(Cc3ccccc3)c(=O)oc2c1 (configuration not stated) |
| 2 | -6% | 8% | 42% | COC(=O)[C@H](Cc1ccccc1)NC(=O)NCCc1ccc(OC)cc1 |
| 3 | -4% | 2% | 8% | COc1ccc(S(=O)(=O)N2CCOC2CNC(=O)C(=O)NCc2ccccn2)cc1C (configuration not stated) |
| 4 | -1% | -4% | 12% | C/C(=N/NC(=O)c1sc(NS(=O)(=O)c2ccccc2)nc1C)c1sc(N)nc1C |
| 5 | -8% | 5% | -8% | O=C(Cc1ccc(Cl)cc1Cl)OCC(=O)N1CCCCC1 |
| 6 | 2% | 5% | 13% | COc1ccc(/C=C2\Oc3cc(OCC(=O)N4CCC(C(=O)O)CC4)ccc3C2=O)c(OC)c1 |
| 7 | -3% | -1% | 10% | CC(C)(C)C(=O)Nc1ccccc1-c1nc2ccccc2[nH]c1=O |
| 8 | -9% | -1% | -6% | O=C(NCC(=O)N1CCCCCC1)c1ccc(Cl)cc1 |
| 9 | -7% | -4% | 0% | CCCC(=O)Nc1ccc2c(c1)nc(CN1CCN(C(=O)OCC)CC1)n2C |
| 10 | -9% | 1% | 7% | O=C(NCc1ccccc1)N1CCCC1 |
| 11 | -5% | 9% | 7% | Cc1cc(-c2ccc(C)c(S(=O)(=O)Nc3cccc(CN4CCCC4)c3)c2)on1 |
| 12 | -2% | 3% | 5% | COc1ccc(S(=O)(=O)N2CCCC2=O)cc1N(C)S(C)(=O)=O |
| 13 | 5% | -8% | -15% | O=C(Nc1ccc(Nc2ccccc2)cc1)c1cccc(F)c1 |
| 14 | -9% | 2% | 0% | O=C(CS(=O)CC(=O)N(CC(=O)NC1CCCC1)c1ccccc1F)Nc1ccc(F)cc1 (configuration not stated) |
| 15 | -6% | 1% | 10% | CC(NC(=O)CNC(=O)C1CCCCC1)c1ccc(S(N)(=O)=O)cc1 (configuration not stated) |
| 16 | -11% | -2% | 15% | OC(CNc1nc(-c2cccnc2)nc2ccccc12)c1ccccc1 (configuration not stated) |
| 17 | -5% | 1% | 4% | COc1cc(NS(=O)(=O)c2c(C)oc3c(F)c(F)c(F)c(F)c23)cc(OC)c1OC |
| 18 | -9% | -4% | 19% | COc1ccc2[nH]c(C(=O)N3CCN(c4ccccc4F)CC3)c(C)c2c1 |
| 19 | -4% | 2% | -1% | CCOc1ncccc1C(=O)Nc1ccc(C)cn1 |
| 20 | -1% | -2% | -8% | O=C(CN(C(=O)c1csnn1)c1cccc(F)c1)NC1CCCC1 |
| 21 | -5% | -2% | 14% | Cc1cc(N2CCOCC2)nc2ccc(NC(=O)CCC(=O)N3CCN(c4cccc(C(F)(F)F)c4)CC3)cc12 |
| 22 | -5% | 2% | -6% | COc1ccccc1CNC(=O)CN(C)Cc1ccc(SC)cc1 |
| 23 | -8% | 0% | 12% | COc1cccc(NC(=O)Cn2cc(C=O)c3ccccc32)c1 |
| 24 | -4% | 0% | 6% | Cc1ccc(CN2CCNC(=O)C2CC(=O)N(C)C2CCCCC2)cc1 (configuration not stated) |
| 25 | -10% | -5% | 8% | CN(C(=O)c1ccccc1-c1ncc[nH]1)C1CCCN(Cc2ccccc2F)C1 (configuration not stated) |
| 26 | -5% | -3% | 1% | NC(=O)c1ccccc1OCC(=O)N1CCc2ccccc2C1 |
| 27 | -3% | 14% | 16% | Cc1cc(NC(=O)CCC(=O)N(Cc2ccco2)C(C(=O)NC2CCCC2)c2ccccc2)no1 (configuration not stated) |
| 28 | -8% | -4% | 10% | Cc1nc(-c2ccc(S(=O)(=O)Nc3ccc(S(N)(=O)=O)cc3)cc2)co1 |
| 29 | -7% | 1% | -4% | O=C(NCc1ccccc1Cl)C1CCN(S(=O)(=O)c2ccc(-n3cnnn3)cc2)CC1 |
| 30 | -4% | -1% | 13% | OCCOc1ccc(CN2CCN(CCCc3ccccc3)C(CCO)C2)cc1 (configuration not stated) |

Seven compounds out of the list above, ordered by the value under LYP inhibition, highest first.
| item | LYP inhibition | Siah-1 displacement | AID2073 | smiles |
| --- | --- | --- | --- | --- |
| 13 | 5% | -8% | -15% | O=C(Nc1ccc(Nc2ccccc2)cc1)c1cccc(F)c1 |
| 7 | -3% | -1% | 10% | CC(C)(C)C(=O)Nc1ccccc1-c1nc2ccccc2[nH]c1=O |
| 22 | -5% | 2% | -6% | COc1ccccc1CNC(=O)CN(C)Cc1ccc(SC)cc1 |
| 2 | -6% | 8% | 42% | COC(=O)[C@H](Cc1ccccc1)NC(=O)NCCc1ccc(OC)cc1 |
| 29 | -7% | 1% | -4% | O=C(NCc1ccccc1Cl)C1CCN(S(=O)(=O)c2ccc(-n3cnnn3)cc2)CC1 |
| 10 | -9% | 1% | 7% | O=C(NCc1ccccc1)N1CCCC1 |
| 25 | -10% | -5% | 8% | CN(C(=O)c1ccccc1-c1ncc[nH]1)C1CCCN(Cc2ccccc2F)C1 (configuration not stated) |

Entries above that contain a furan ring, fused or not:
| item | LYP inhibition | Siah-1 displacement | AID2073 | smiles |
| --- | --- | --- | --- | --- |
| 17 | -5% | 1% | 4% | COc1cc(NS(=O)(=O)c2c(C)oc3c(F)c(F)c(F)c(F)c23)cc(OC)c1OC |
| 27 | -3% | 14% | 16% | Cc1cc(NC(=O)CCC(=O)N(Cc2ccco2)C(C(=O)NC2CCCC2)c2ccccc2)no1 (configuration not stated) |

More structures
| item | LYP inhibition | Siah-1 displacement | AID2073 | smiles |
| --- | --- | --- | --- | --- |
| 31 | -14% | -5% | 8% | Clc1ccc(CNCCCSc2ncccn2)cc1Cl |
| 32 | -13% | 2% | 2% | CCN1CCN(CCCNC(=O)c2ccc(CS(=O)c3ccc(Br)cc3)o2)CC1 (configuration not stated) |
| 33 | -3% | 10% | -3% | Cc1cc(C)cc(NS(=O)(=O)c2cccs2)c1 |
| 34 | -5% | 8% | -3% | COc1cccc(CNC(=O)CCCC(=O)Nc2cccc([N+](=O)[O-])c2)c1 |
| 35 | -4% | 12% | 3% | C#CCOc1ccc2c3c(c(=O)oc2c1)CCCC3 |
| 36 | -6% | 0% | -1% | CC(C)c1onc(C(=O)N2CCN(c3ccc(F)cc3)CC2)c1[N+](=O)[O-] |
| 37 | -11% | 0% | 12% | O=C1CCCN1CCCNc1ccc2nnc(CCC(=O)N3CCN(c4ccc(F)cc4)CC3)n2n1 |
| 38 | -6% | 3% | 18% | CCOc1ccccc1C(=O)NCC(=O)Nc1ccc(-c2ccccc2)cc1 |
| 39 | -7% | -1% | 8% | CCc1nc2nc(C)c(NS(=O)(=O)c3ccc4c(c3)CCCC4)c(=O)n2[nH]1 |
| 40 | -4% | 6% | 2% | O=C(C1CCC1)N1CCN(c2ccc(Cl)cc2)CC1 |
| 41 | -5% | 12% | 15% | O=C(Nc1ccc(Oc2ccccc2)nc1)C1CCN(Cc2ccco2)CC1 |
| 42 | -13% | -8% | 7% | Cc1cc(OCC(=O)N2CCc3ccccc3C2)c(C)cc1Br |
| 43 | -11% | -3% | 12% | Cc1cnc(C(=O)NC2CCSc3ccccc32)cn1 (configuration not stated) |
| 44 | -1% | -2% | 12% | Cc1ccc(Cl)cc1NC(=O)C1CCCN(S(C)(=O)=O)C1 (configuration not stated) |
| 45 | -4% | -2% | 2% | Cc1nc2cc(NC(=O)c3ccco3)ccc2n1C |
| 46 | -1% | 4% | 23% | CC(NC(=O)C(c1ccccc1)c1ccccc1)c1ccc(S(N)(=O)=O)cc1 (configuration not stated) |
| 47 | -5% | -2% | -7% | Fc1ccc(Br)cc1/C=N/N1CCN(c2ccccc2)CC1 |
| 48 | -9% | 1% | -5% | CC(=O)c1ccc(NC(=O)Cn2c(=O)oc3ccccc32)cc1 |
| 49 | -2% | -5% | 4% | O=C(CN1CCC(C(=O)c2ccc(F)cc2)CC1)NCc1ccccc1F |
| 50 | -2% | 13% | -4% | COc1ccc(CCN2CC(C(=O)NCCc3cccc(F)c3)CCC2=O)cc1 (configuration not stated) |
| 51 | -5% | -4% | 6% | CCN(CC)C(=O)c1ccc(-c2nnc(Nc3ccc(O)cc3)c3ccccc23)cc1 |
| 52 | 2% | -3% | 25% | O=C(Nc1ccc(N2CCCC2)cc1)c1cc([N+](=O)[O-])ccc1N1CCOCC1 |
| 53 | -7% | -2% | 5% | O=C(COc1ccc(F)cc1)N1CCC(Cc2ccccc2)CC1 |
| 54 | -2% | 12% | 9% | CCc1ccc(NC(=O)CSc2nc3ncc(Br)cc3[nH]2)cc1 |
| 55 | -6% | 0% | -2% | O=C(O)CSCC(=O)N1CCN(c2nc3cc(Cl)ccc3s2)CC1 |
| 56 | -11% | -1% | -5% | Cc1cccc(CC(=O)Nc2sc(C(C)C)cc2C(=O)N2CCOCC2)c1 |
| 57 | -10% | 14% | 12% | CCCCn1c(=O)[nH]c(=O)c2c1nc(-c1cc(Br)c(OCC)c(OC)c1)n2C |
| 58 | -7% | 1% | 2% | Cc1ccc(-n2nnnc2CNC(=O)c2ccc3c(c2)OCO3)cc1C |
| 59 | -5% | 0% | 5% | CC(C)c1ccc(NC(=O)N2CCOCC2)cc1 |
| 60 | -12% | 4% | 18% | CC(=O)NC1CCCc2c1cnn2-c1ccc(C(C)(C)C)cc1 (configuration not stated) |

Random excerpt: 4 compounds from above
| item | LYP inhibition | Siah-1 displacement | AID2073 | smiles |
| --- | --- | --- | --- | --- |
| 38 | -6% | 3% | 18% | CCOc1ccccc1C(=O)NCC(=O)Nc1ccc(-c2ccccc2)cc1 |
| 59 | -5% | 0% | 5% | CC(C)c1ccc(NC(=O)N2CCOCC2)cc1 |
| 50 | -2% | 13% | -4% | COc1ccc(CCN2CC(C(=O)NCCc3cccc(F)c3)CCC2=O)cc1 (configuration not stated) |
| 40 | -4% | 6% | 2% | O=C(C1CCC1)N1CCN(c2ccc(Cl)cc2)CC1 |

(listing goes on)
| item | LYP inhibition | Siah-1 displacement | AID2073 | smiles |
| --- | --- | --- | --- | --- |
| 61 | -10% | 2% | 3% | O=C(NC1CCCCCC1)c1ccc(Br)o1 |
| 62 | -9% | 4% | -3% | CC(C)(C)OC(=O)N1CCC(C(=O)NCC2CCCO2)CC1 (configuration not stated) |
| 63 | -6% | 7% | 9% | CC1CCN(c2nc3c(N)ncnc3n2[C@@H]2O[C@H](CO)[C@@H](O)[C@H]2O)CC1 |
| 64 | -7% | 6% | -5% | Cc1cc2c(cc1S(=O)(=O)CCC(=O)NC1CCC(C)CC1)OCC(=O)N2 (configuration not stated) |
| 65 | -8% | -7% | 8% | O=C1c2ccccc2S(=O)(=O)N1CCS(=O)(=O)c1ccc(F)cc1 |
| 66 | -7% | -2% | 6% | CN(CCCN1CCOCC1)C(=O)c1cc(COc2ccc(F)cc2F)on1 |
| 67 | -7% | 6% | 10% | Cc1cc(C)n(CCNS(=O)(=O)c2ccccc2)n1 |
| 68 | -3% | 3% | -2% | CC1CC(C)CN(CCCNC(=O)CN2C(=O)COc3ccc(S(=O)(=O)N4CCOCC4)cc32)C1 (configuration not stated) |
| 69 | -6% | -9% | 12% | COc1cc(C)nc(NC(=O)NC(=O)c2ccc(C(F)(F)F)cc2)n1 |
| 70 | -2% | 5% | 18% | Cc1ccc(-c2cnc3ccccc3n2)cc1C |
| 71 | -4% | 15% | 9% | COc1ccccc1N1CCN(C(=O)CSc2nc3ccccc3nc2N2CCCCC2)CC1 |
| 72 | -10% | -2% | 2% | Cc1ccc(C(=O)Nn2cnnc2)c(Cl)c1 |
| 73 | -10% | -2% | -30% | COc1cccc(CNC(=O)CCCn2c(=S)[nH]c3cc4c(cc3c2=O)OCO4)c1 |
| 74 | -8% | 3% | 7% | c1ccc(-c2ccccc2OCCOCCN2CCOCC2)cc1 |
| 75 | -7% | 11% | 10% | COC(=O)C(NC(=O)CCc1nnc2ccc(N3CCCCC3)nn12)C(C)C (configuration not stated) |
| 76 | -9% | 1% | 1% | CCOC(=O)NCc1ccc2[nH]c(C)cc2c1 |
| 77 | -11% | -8% | 8% | O=C1Cc2cc(S(=O)(=O)N3CCN(c4ccccc4)CC3)ccc2N1 |
| 78 | -10% | -3% | 5% | C/C(CC(=O)Nc1ccccc1C#N)=N\NC(=O)c1ccncc1 |
| 79 | -2% | 2% | 2% | Cc1ccc(NS(=O)(=O)c2ccc(-c3coc(C)n3)cc2)c(C)c1 |
| 80 | -9% | -4% | 6% | COC(=O)Nc1ccc(S(=O)(=O)NNC(=O)c2c(O)c3ccccc3n(C)c2=O)cc1 |
| 81 | -4% | 1% | -3% | CCc1cccc(NC(=O)CN(c2ccc(C)cc2)S(=O)(=O)c2c(C)noc2C)c1 |
| 82 | -8% | 8% | -4% | CCOC(=O)C1CCN(S(=O)(=O)c2ccc3c(ccn3C)c2)CC1 |
| 83 | -9% | 2% | 2% | CCC(C)N(C(=O)c1csnn1)C(C(=O)NCc1ccc(F)cc1)c1ccccc1 (configuration not stated) |
| 84 | -8% | 7% | -11% | CC(=O)C1=C(O)C(=O)N(c2ccc(Br)cc2)C1c1ccccc1[N+](=O)[O-] (configuration not stated) |

Full records from above.
`Cc1cc2c(cc1S(=O)(=O)CCC(=O)NC1CCC(C)CC1)OCC(=O)N2` (configuration not stated) as listed: LYP inhibition: -7%; Siah-1 displacement: 6%; AID2073: -5%
`COC(=O)C(NC(=O)CCc1nnc2ccc(N3CCCCC3)nn12)C(C)C` (configuration not stated) as listed: LYP inhibition: -7%; Siah-1 displacement: 11%; AID2073: 10%

A portion of the library (hit frequency here may not be typical).
